Screens: PubChem, several laboratories
Rac1 mut GTP: human Rac1 activated mutant GTP binding change; GST-Rac1 activated beads, fluorescent GTP binding, flow cytometry; actives lie on both sides; 100% means binding = to untreated wells; percent activity (GTP binding), % at 10 µM; 0.11% of 190,000 active; AID 764;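 active = GTP binding at least 20 percentage points away from the 100% baseline, in either direction, so actives lie on both sides; inconclusive = Compound likely fluorescent itself, or too few beads counted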
Mcl1 Noxa PPI: disrupts binding of human Mcl-1 to Noxa peptide | AID 1022 | inhibition, % at 21.7 µM | 1.5% of 220,000 active | Q07820 | TR-FRET Mcl-1/Noxa peptide binding, 2 h;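 active = compounds that cut the protein-peptide binding signal by more than 50% relative to plate controls in a single-dose test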;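 also: His-tagged Mcl-1 with rhodamine Noxa BH3 peptide and terbium anti-His antibody; 0% = Mcl-1 plus Noxa peptide wells and 100% = peptide-only wells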
Target sequence (Q07820 whole entry, looked up): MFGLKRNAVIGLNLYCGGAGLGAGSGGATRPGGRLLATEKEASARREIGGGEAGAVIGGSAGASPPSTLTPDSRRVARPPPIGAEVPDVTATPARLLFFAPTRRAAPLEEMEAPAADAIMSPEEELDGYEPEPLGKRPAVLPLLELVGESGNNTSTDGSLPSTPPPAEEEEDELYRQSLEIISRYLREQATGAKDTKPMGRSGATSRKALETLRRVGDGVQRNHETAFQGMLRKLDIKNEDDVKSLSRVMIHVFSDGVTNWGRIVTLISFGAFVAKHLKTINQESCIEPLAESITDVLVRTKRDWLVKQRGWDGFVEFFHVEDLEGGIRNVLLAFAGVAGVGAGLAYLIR
Bim-Mcl-1: disrupts Bim peptide binding to human Mcl-1 | Q07820 | Bead-based flow cytometry, Bim peptide-Mcl-1 binding | inhibition, % at 10 µM | 0.1% of 190,000 active | AID 1009; in the data active = inhibition above about 40%;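 also: 0% = no compound tracer wells and 100% = peptide blocker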
Rab7 wt GTP bind: modulators of GTP binding to dog Rab7 wildtype GTPase; GST-Rab7 beads, fluorescent GTP binding, flow cytometry; actives lie on both sides; untreated = 100%, excess cold GTP = 0%; GTP binding activity (percent of control), % at 10 µM; 0.055% of 190,000 active;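 active = fluorescent GTP binding to Rab7 beads changed by at least 20 points from the 100% baseline, either direction, mostly lower; inconclusive = compound itself probably fluorescent, or too few beads counted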;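 also: median green fluorescence of bound Bodipy-FL-GTP per Rab7 bead population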
Rac1 wt GTP bind: alters GTP binding to wildtype human Rac1 | 0.27% of 190,000 active | GTP binding activity (% of control), % at 10 µM | P63000 | GST-Rac1 beads, fluorescent GTP binding, flow cytometry; actives lie on both sides; 0 = cold GTP competed, 100 = untreated | AID 757;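 active = GTP binding activity at least 20 points away from the 100% control level, either lower or higher; inconclusive = compound flagged as likely green fluorescent, judged across all proteins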
HRas wt GTP bind: changes GTP binding to wildtype human HRas | P01112 | GST-Ras wt beads, Bodipy-FL-GTP binding, flow cytometry; actives lie on both sides | GTP binding activity, % at 10 µM | 0.14% of 190,000 active | AID 759;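 active = GTP binding activity at least 20% away from the 100% baseline, either lowered as inhibitor or raised as activator; inconclusive = flagged as likely green fluorescent, judged across all proteins in the well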;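 also: 0% = unlabeled GTP competition control and 100% = no-compound control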
Target sequence (P01112 whole entry, looked up): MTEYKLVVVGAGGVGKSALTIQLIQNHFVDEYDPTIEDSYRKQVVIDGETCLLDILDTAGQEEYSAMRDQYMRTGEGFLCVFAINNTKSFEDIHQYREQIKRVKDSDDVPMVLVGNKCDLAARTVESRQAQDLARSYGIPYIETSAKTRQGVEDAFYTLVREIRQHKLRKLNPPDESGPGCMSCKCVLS
Avidin bead fluor: compound fluoresces at 488/530 nm on avidin beads; fluorescence (KMESF) at 10 µM; 0.38% of 220,000 active; compound fluorescence 488/530 nm, flow cytometry; stronger effect = higher value; AID 1775; in the data active = fluorescence above about 47; also: inactives centre near 10
Cdc42 wt GTP: human Cdc42 wildtype GTP binding change, either direction. GST-Cdc42 beads, Bodipy-GTP binding, flow cytometry; actives lie on both sides. percent activity (GTP binding), % at 10 µM. 0.2% of 190,000 active. AID 761;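 active = percent activity GTP binding at least 20 points away from the 100% baseline, either down as inhibitor or up as activator; inconclusive = compound flagged as likely green fluorescent from well-wide comparison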;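 also: median bead fluorescence of bound Bodipy-FL-GTP at 100 nM; 0% = excess unlabeled GTP control and 100% = no compound control; below 100% means less GTP binding so inhibitor and above means activator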
Target sequence (P60953 whole entry, looked up): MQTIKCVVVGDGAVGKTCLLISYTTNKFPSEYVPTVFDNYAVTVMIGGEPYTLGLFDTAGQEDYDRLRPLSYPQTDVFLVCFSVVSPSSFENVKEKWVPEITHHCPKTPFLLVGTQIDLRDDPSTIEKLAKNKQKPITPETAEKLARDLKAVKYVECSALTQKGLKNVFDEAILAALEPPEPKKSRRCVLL
Mcl1-Bid inh: Mcl-1/Bid interaction inhibition | inhibition, % at 21.7 µM | TR-FRET Mcl-1/Bid-Dy647 peptide binding, 1536-well | AID 1021 | 0.97% of 220,000 active | Q07820;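 active = compounds that cut the binding signal by more than half at the single screening dose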;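 also: His-tagged Mcl-1 with europium anti-His antibody binding Bid BH3 peptide; 0% = Mcl-1 plus peptide wells and 100% = peptide-only wells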
Pf gamet viab: P. falciparum stage V gametocyte viability inhibition; 0.065% of 150,000 active; inhibition, % at 10.9 µM; P. falciparum stage V gametocytes, ATP luminescence, 24 h;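 active = inhibition above the mean plus 3 SD of compounds within the control limits, set per campaign, cut at about 38% in these data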;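 also: 0% = DMSO wells and 100% = medium only without gametocytes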
Rab2 wt GTP: changes GTP binding to wildtype dog Rab2A, up or down; GST-Rab2 wt beads, Bodipy-GTP binding, flow cytometry; GTP binding activity, % at 10 µM; 0.19% of 190,000 active; AID 760;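 active = GTP binding activity at least 20 points away from 100%, either lowered or raised; inconclusive = signal likely due to the compound's own green fluorescence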;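 also: 0% = beads with excess unlabeled GTP and 100% = no-compound control corrected for plate trend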
* = called active by the depositor; u = inconclusive; x = not tested or not shown.

SMILES	Rac1 mut GTP	Mcl1 Noxa PPI	Bim-Mcl-1	Rab7 wt GTP bind	Rac1 wt GTP bind	HRas wt GTP bind	Avidin bead fluor	Cdc42 wt GTP	Mcl1-Bid inh	Pf gamet viab	Rab2 wt GTP
Cc1cc(SCC(=O)N/N=C/c2cccnc2)nc2c(C)cccc12	94	-9	-1	91	90	88	10	93	22	-16	92
COc1ccc([N+](=O)[O-])cc1NC(=O)CC1SC(=Nc2cccc(C)c2C)N(/N=C/c2cccc(OC)c2OC)C1=O (centres undefined)	96	24	0	101	99	98	21	97	-13	6	98
S=C(Nc1cccc2ccccc12)NN1CCOCC1	98	19	0	103	98	101	47*	101	-26	x	101
Cc1cc(/C=C2\SC(=O)N(CC(=O)Nc3ccccc3F)C2=O)c(C)n1C	95	34	0	105	91	93	8	105	15	x	103
O=C(CC1COc2ccccc2O1)NCCc1ccccc1 (centres undefined)	99	2	-2	98	103	102	19	102	-15	x	99
Cc1cc(-c2csc(NC(=O)c3ccccc3C(F)(F)F)n2)c(C)n1Cc1ccccc1	99	-12	-1	98	102	100	13	103	-25	x	101
CC1=CC(c2ccc(Cl)cc2)n2nc(NC(=O)c3ccccc3)nc2N1 (centres undefined)	101	-8	-1	103	104	101	12	105	-6	22	101
Cc1nnc(SCC(=O)NCc2ccco2)[nH]c1=O	95	8	3	94	98	94	1	95	-45	x	97
O=C(Cn1nnc(-c2ccccc2F)n1)Nc1ccc2c(c1)OCO2	96	7	-4	102	100	100	35	99	-4	-7	97
CC(n1cnnn1)C12CC3CC(CC(C3)C1)C2 (centres undefined)	101	-26	0	98	109	102	6	107	-9	-28	100
Cc1ccc(C(=O)N2N=C(CC(C)C)CC2(O)C(F)(F)F)o1 (centres undefined)	92	3	0	102	95	97	8	90	-17	1	97
Cc1cccc(/N=C/c2c(O)c3ccccc3oc2=O)n1	94	27	-2	97	101	98	10	96	17	x	97
c1ccc(COc2ccc(OCCn3cncn3)cc2)cc1	101	12	0	104	104	105	9	106	2	-3	106
CCOC(=O)N1CCN(c2ccc(C(=O)CC)cc2F)CC1	97	-4	3	101	99	99	12	100	-11	x	100
COCC(C)NC(=S)Nc1ccccc1[N+](=O)[O-] (centres undefined)	94	3	8	97	95	95	9	98	-59	18	98
CC(C)NC(=O)CCNS(=O)(=O)c1ccc(Br)cc1	97	0	-2	102	98	100	16	101	-6	x	100
CCOC(=O)CNC(=O)CSc1nc(-c2ccccc2)ns1	96	-15	-29	106	98	100	21	96	-7	-4	99
CCOC(=O)N1CCN(C(=O)Nc2ccc3nc(C)sc3c2)CC1	96	17	-1	99	97	99	18	100	-1	x	99
CNC(=O)CSCc1c(F)cccc1Cl	98	8	-3	100	100	100	12	100	-9	1	101
CCOc1ccccc1C(=O)N[C@H](C(=O)Nc1cc(S(=O)(=O)N(C)C)ccc1OC)C(C)C	96	-5	0	95	95	99	12	95	-45	17	98
Cc1ccc(NC(=O)CC2SC(=Nc3ccc(O)cc3)NC2=O)cc1 (centres undefined)	93	7	-2	95	97	95	20	97	-33	-32	95
CCN(CC)CCNS(=O)(=O)c1ccc(C(=O)NN)cc1	100	2	0	107	104	106	9	102	-17	-6	108
Cn1cc(/C=C2\SC(=O)NC2=S)c2ccccc21	89	35	0	93	90	91	11	88	-36	-2	87
CCN(C(=O)CCc1nc(-c2ccccc2F)no1)c1cc(OC)ccc1OC	95	-11	-4	98	96	98	14	97	-19	-9	97
CC1CC(C)CN(CCCNC(=O)Cc2c(C(=O)O)n(C)c3ccccc23)C1 (centres undefined)	100	8	0	101	102	100	8	101	-1	-6	100
C/C(=N/NC(=O)CNc1ccc(Cl)cc1C)c1ccc(C)cc1	97	6	-1	109	101	98	7	104	-4	-2	105
CC(C)Oc1ccc(C2C(C#N)=C(N)Oc3c2oc(CO)cc3=O)cc1 (centres undefined)	96	16	-7	97	101	98	9	100	-10	-10	99
CCOc1ccc2[nH]c(=O)c(CN(Cc3nnnn3Cc3ccccc3)CC3CCCO3)cc2c1 (centres undefined)	98	-2	0	105	101	100	12	99	-5	x	100
c1ccc2[nH]c(-c3cscn3)nc2c1	103	18	-5	98	103	100	8	103	0	x	101
CNC(=O)/C(=C\c1ccc2c(c1)OCO2)NC(=O)c1ccc(Br)cc1	98	21	0	98	102	99	8	100	-6	-16	101
O=C(O)CCCNS(=O)(=O)c1cccs1	101	3	0	99	105	103	7	105	-2	x	100
COC(=O)c1sccc1NC(=O)CSc1ccccc1NS(=O)(=O)c1ccc(Cl)cc1	93	5	0	100	102	97	8	92	10	x	95
O=C(Nc1cccc([N+](=O)[O-])c1)c1[nH]ncc1Cl	98	-1	20	104	101	98	1	100	-12	11	102
COc1ccc(CNC(=O)CCn2c(=O)oc3ccccc32)cc1	96	10	-1	106	105	101	20	101	-8	x	104
CCOP(=O)(c1ccc(N(C)C)cc1)C(O)c1ccccc1OC (centres undefined)	97	-2	-1	100	101	99	11	95	-50	18	100
CC12CNCC(C)(CN(C3(O)C(=O)Nc4ccc(Br)cc43)C1)C2=O (centres undefined)	96	16	1	95	97	95	6	96	6	-19	100
C=CCn1c2ccccc2c2nnc(SCC(=O)Nc3c(C)n(C)n(-c4ccccc4)c3=O)nc21	96	12	-5	98	102	97	20	96	-15	x	95
Cc1cc(Cl)c(S(=O)(=O)N2CCSCC2)cc1OCC(=O)NC1CCCCC1	96	2	-2	101	99	98	6	99	3	12	98
CNC(=S)N1N=C(c2ccc(C)cc2)CC1c1cc(OC)ccc1OC (centres undefined)	96	-6	-2	94	96	94	8	96	-21	x	95
CCO[C@H]1OC(C(=O)NCc2ccccc2)=C[C@@H](c2ccccc2)[C@@H]1CCCO	96	-18	1	94	96	96	6	94	6	x	95
CC1Sc2ccccc2N(CC(=O)N(C(C)C)C(C)C)C1=O (centres undefined)	u	15	-2	u	u	u	38	u	2	22	u
N#CC1=C(N)OC2=C(C(=O)CCC2)C12CCC1(CC2)OCCO1	102	17	-2	101	106	107	19	110	-32	0	108
CCOC(=O)N1CCN(S(=O)(=O)c2ccc(C(=O)Nc3sc4c(c3C#N)CCC4)cc2)CC1	99	30	-4	102	108	104	10	106	-13	x	103
COc1ccccc1N1CC(C(=O)OCC(=O)c2ccc(F)cc2)CC1=O (centres undefined)	101	1	5	104	106	105	10	104	-30	-21	104
CCC(C)c1ccc(NC(=O)COC(=O)c2nc3nccc(C)n3n2)cc1 (centres undefined)	93	8	1	96	97	98	10	99	-32	x	99
O=C(CN1CCc2ccccc2C1)NCC(=O)Nc1ccc(F)cc1	96	-4	5	94	99	96	5	93	-28	x	95
O=C(O)CNC(=S)N(Cc1ccccc1)Cc1cccnc1	96	9	-2	99	98	95	11	97	-10	12	97
COc1ccc(Cl)cc1NC(=O)Nc1ccccc1SC	97	3	-1	95	97	98	11	100	-14	-14	99
COc1cc(NC(=O)c2ccc3c(c2)OCCO3)ccc1NC(=O)c1cccs1	91	8	0	100	93	92	13	92	-41	8	92
NC(=O)NCc1ccccc1F	96	4	-4	99	98	96	3	98	-8	11	97
(next part)
SMILES	Rac1 mut GTP	Mcl1 Noxa PPI	Bim-Mcl-1	Rab7 wt GTP bind	Rac1 wt GTP bind	HRas wt GTP bind	Avidin bead fluor	Cdc42 wt GTP	Mcl1-Bid inh	Pf gamet viab	Rab2 wt GTP
COC(=O)c1sccc1OCc1cccc(OC)c1	94	5	0	103	96	97	10	94	-27	-4	99
CCn1c(SCC(=O)Nc2cccc(C)n2)nc2c1c(=O)n(C)c(=O)n2C	93	13	8	96	93	94	9	94	-29	x	94
CC(C)n1c(N2CCN(C(=O)Nc3ccccc3)CC2)nc2ccccc21	100	-1	0	100	103	102	7	104	3	x	101
COc1ccc2nc(C)cc(C(=O)O)c2c1	95	9	-2	99	85	91	10	91	7	x	97
O=C(Cc1ccc([N+](=O)[O-])cc1)Nc1nnc(C2CC2)s1	100	7	-1	101	106	102	16	106	-11	4	99
CC(=O)NC1C(=O)N=C(SCC(=O)NCc2ccccc2)NC1=O (centres undefined)	102	18	-2	97	112	102	35	106	-16	-10	102
COc1cc(NC2=CC(=O)CC(C)(C)C2)cc(OC)c1OC	102	10	0	104	105	105	6	106	-91	x	104
FC(F)(F)c1ccc(NC2=NCCC2)cc1	94	16	-2	107	104	103	6	99	-6	8	102
Cc1onc(-c2ccccc2Cl)c1C(=O)Nc1ccc(CN2CCCC2)cc1	98	3	-6	94	101	102	13	103	-33	x	104
O=C(Nn1c(-c2ccc(Br)cc2)nc2ccccc2c1=O)c1ccc([N+](=O)[O-])cc1	97	20	2	98	100	100	12	100	-7	-1	98
COc1ccc2[nH]c(=O)c(CN(CCO)C(=O)c3cccs3)cc2c1	99	-9	0	102	101	104	7	104	7	x	104
CCCc1ccc(Oc2cn[nH]c2-c2ccc(O)cc2O)cc1	100	10	-8	97	103	99	31	101	7	-57	101
C=CCNC(=O)c1ccc(S(=O)(=O)CC)c(Cl)c1Cl	94	-10	-1	95	98	97	5	95	-14	4	97
CN1C(=O)/C(=C\c2ccccc2)Sc2ccc(C(=O)N3CCN(c4ccccn4)CC3)cc21	94	0	0	98	94	96	29	93	0	x	98
COc1ccc(S(=O)(=O)N2CCC(C(=O)N3CCOCC3)CC2)cc1OC	97	5	-4	99	105	101	13	96	-9	1	98
CCCC(=O)OCC(=O)Nc1ccccc1Sc1ccccc1	101	1	-4	98	105	99	9	105	6	x	99
Cc1c(Br)cc(-c2nnco2)cc1Br	88	x	-3	90	89	92	12	93	-1	-7	88
O=C1CCC/C1=C\c1ccccc1	95	6	-3	97	94	95	22	95	-11	-4	97
Cc1cccc(C)c1N1C(=O)C2ON(c3ccccc3)C(c3ccncc3)C2C1=O (centres undefined)	89	x	0	91	90	91	10	95	-23	18	88
CC(=O)OC(COc1cccc(C)c1)Cn1cnc2ccccc21 (centres undefined)	98	30	-2	95	104	98	14	98	-5	-17	98
COc1ccc(-c2nc3ccccc3c(=O)n2CCCn2ccnc2)cc1	99	14	-6	100	106	101	27	103	-8	-5	101

A draw from above in order of length of the SMILES, lowest first:
SMILES	Rac1 mut GTP	Mcl1 Noxa PPI	Bim-Mcl-1	Rab7 wt GTP bind	Rac1 wt GTP bind	HRas wt GTP bind	Avidin bead fluor	Cdc42 wt GTP	Mcl1-Bid inh	Pf gamet viab	Rab2 wt GTP
Cc1c(Br)cc(-c2nnco2)cc1Br	88	x	-3	90	89	92	12	93	-1	-7	88
CCCc1ccc(Oc2cn[nH]c2-c2ccc(O)cc2O)cc1	100	10	-8	97	103	99	31	101	7	-57	101
Cc1cccc(C)c1N1C(=O)C2ON(c3ccccc3)C(c3ccncc3)C2C1=O (centres undefined)	89	x	0	91	90	91	10	95	-23	18	88
